PglD DTNB: PglD (C. jejuni) enzyme inhibition | purified PglD enzyme, DTNB colorimetric CoA detection | inhibition, % at 12.5 µM | 360,000 compounds, 0.098% hits; in the data active = inhibition above about 16%, passing the limit was not always enough; also: strong numbers were not always called active
C2C12 statin: suppressors of simvastatin-induced myotoxicity in C2C12 myotubes. 330,000 compounds, 0.78% hits. ATP luminescence, 48 h; scaled: DMSO 0, geranylgeraniol control 100. rescue of ATP level, % at 7.49 µM;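 active = mean ATP rescue above about 67%, or every replicate alone reaching that limit, limit read from the data, passing the limit was not always enough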;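 also: myotubes were challenged with 10 µM simvastatin during compound exposure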
* = called active by the depositor.

SMILES	PglD DTNB	C2C12 statin
CC(=O)Oc1ccc(N(C(C)=O)S(=O)(=O)c2cccs2)cc1	0	-10
CCC(Oc1ccccc1)C(=O)Nc1nc2c(s1)C(=O)CC(C)(C)C2 (stereo unspecified)	0	-3
COc1ccc(-n2nc(C(=O)NCc3ccco3)c3c4ccccc4n(C)c3c2=O)cc1Cl	2	-2
O=C(Nc1cccc2ccccc12)N1CCN(c2ccc(F)cc2)CC1	0	24
CCN(CC(=O)Nc1ccc2c(c1)OCCO2)CC(=O)Nc1cc(C)on1	-1	-1
CN1CCC(N(C)C(=O)c2ccccc2Nc2ccc(SC(F)F)cc2)CC1	4	-5
Cc1nn(-c2cc(N3CCCC3)ccc2[N+](=O)[O-])c(=O)c2ccccc12	-2	2
COC(=O)c1ccc(NC(=O)Nc2ccc(F)c(Cl)c2)cc1	-4	3
CSc1nc2ccc3nc(NC(=O)c4cccs4)sc3c2s1	-3	55
COn1c(-c2ccccc2)nc2c1CCc1nonc1-2	4	-5
C=CCNc1sc(C(=O)C2CC2)c(N)c1C#N	4	2
CCCCn1cnc2c1c(=O)n(CC(=O)c1cc(C)n(C)c1C)c(=O)n2CC(C)C	5	-11
COc1cccc(C2CC(c3ccccc3Cl)Nc3ncnn32)c1 (stereo unspecified)	-1	-2
COc1ccccc1/C=C/CN1CCN(Cc2ccc(C)o2)C(CCO)C1 (stereo unspecified)	5	-4
COc1cccc(N2C(=O)CC(N3CCC(C(N)=O)(N4CCCCC4)CC3)C2=O)c1 (stereo unspecified)	-2	0
O=C1c2ccccc2C(=O)N1CCSc1nnc(-c2ccco2)n1Cc1ccccc1	-5	7
Fc1cnc(N2CCOCC2)nc1N1CCc2ccccc21	-13	-1
CCc1nc(N)c(C#N)c(-c2ccc(OC)c(OC)c2)c1C	-1	1
CC(C)c1ccccc1NC(=O)c1cccc(NC(=O)c2ccccc2)c1	-2	-20
O=C1CC(C(=O)Nc2ccc(C(=O)N3CCOCC3)cc2)C2(CCCCC2)O1 (stereo unspecified)	-5	5
O=C(Nc1ccc(Cl)cc1)c1cc2nc(C3CC3)cc(C(F)(F)F)n2n1	-2	98*
Cc1nc2ccccc2n1/N=C/c1cccnc1	-2	-9
COc1cc(SC)ccc1C(=O)Nc1ccccc1C#N	3	99*
Cn1c(COc2ccccc2)nnc1SCc1cc(=O)[nH]c2ccccc12	-4	21
Cc1ccc(SCC2(O)CCN(C(=O)c3ccc(Cl)cc3)CC2)cc1	0	11
Later entries
SMILES	PglD DTNB	C2C12 statin
O=C(NC1CCS(=O)(=O)C1)c1cnccn1 (stereo unspecified)	-9	4
COc1cc(NS(=O)(=O)c2ccc(OC)c(OC)c2)cc(OC)c1	0	3
CC(=O)c1ccc(NC2c3ncccc3C(=O)N2Cc2ccc(F)cc2)cc1 (stereo unspecified)	-1	30
O=C(O)C1Cc2ccccc2CN1S(=O)(=O)c1ccc2ccccc2c1 (stereo unspecified)	-2	2
CC(C)n1c(SC2C(=O)CC(C)(C)CC2=O)nc2c1c(=O)n(C)c(=O)n2C	-1	18
Cc1ccccc1Cn1ccc(-c2ccc3c(c2)OCO3)n1	-3	0
CCN=C(Nc1ccc2c(c1)OCO2)SC1CC(=O)N(c2ccccc2F)C1=O (stereo unspecified)	2	5
O=C1C2CC=CCC2C(=O)N1c1n[nH]c(-c2ccccc2)n1 (stereo unspecified)	1	-9
CCNc1sc(C(=O)c2cccs2)c(N)c1C#N	0	15
O=C(NCCc1ccccc1)C(c1cccs1)N(C(=O)c1csnn1)C1CC1 (stereo unspecified)	2	41
COCCNC(=O)CN(C(=O)CCC(=O)Nc1cc(C)on1)c1cccc(C)c1C	3	2
FC(F)(F)c1n[nH]c(=S)n1/N=C/c1ccco1	0	-2
CCC1CCCCN1C(=O)CSc1nnc(-c2ccco2)o1 (stereo unspecified)	-2	8
CCC(=O)c1cc2c(cc1NC(=O)c1ccccc1)OCCO2	-1	-17
COc1ccc(S(N)(=O)=O)cc1C(=O)NCC1(N2CCCCC2)CCCCC1	-4	3
O=C1CC(c2ccccc2)n2nc(NC(=O)c3cccs3)nc2N1 (stereo unspecified)	0	7
COc1ccc2c(-c3ccc(OCCN4CCOCC4)cc3)c(-c3ccccc3OC)sc2c1	3	-4
O=C(O)CCc1nc(-c2ccccc2)no1	1	6
O=C(CS(=O)(=O)c1cn(Cc2cccc(F)c2)c2ccccc12)N1CCCCC1	-2	2
CCc1ccc2[nH]c(=O)c(CN(Cc3ccccc3OC)Cc3nnnn3Cc3ccco3)cc2c1	-7	100*
CCOc1ccc(NC(=O)CSc2nnc(CCNC(=O)c3ccc(OC)cc3)n2CC)cc1	4	5
Cc1nc(CC(=O)NNS(=O)(=O)c2ccc(F)c(Cl)c2)cs1	-7	3
Cc1csc(NC(=O)c2cc3c(C)nn(Cc4ccccc4Cl)c3s2)n1	-4	15
Cc1ccc(-n2nnnc2SCC(=O)c2ccc3c(c2)NC(=O)CO3)c(C)c1	0	7
COc1ccc(C)cc1S(=O)(=O)Nc1ccc(F)c(Cl)c1	6	18
(continued)
SMILES	PglD DTNB	C2C12 statin
COc1ccc(S(=O)(=O)N(CCCN2CCOCC2)Cc2ccc(OC)c(OC)c2)cc1	-7	94*
CCCCOc1ccc(-c2nc(-c3cccnc3)no2)cc1	6	22
Cc1ccc(N(CC(=O)NC2CCCC2)C(=O)c2c(C)noc2C)cc1C	1	4
CCOC(=O)c1sc2cccc(Cl)c2c1N	1	13
COc1ccccc1N(CC(=O)N1CCCCCC1)S(C)(=O)=O	0	8
O=C(CSc1nnc(-c2cccnc2)n1Cc1ccco1)c1ccc(Br)cc1	-3	-2
CCOC(=O)c1cc2c(ccn2C)n1CC(=O)N1CCN(c2cccc(C(F)(F)F)c2)CC1	-4	13
CC(C)CC(C(=O)NC1CCCC1)N(Cc1cccs1)C(=O)c1snc(C(N)=O)c1N (stereo unspecified)	3	-6
COc1ccc(C2=NO[C@H]3C[C@](C(=O)NC(C)C)(S(=O)(=O)c4ccccc4)C[C@@H]23)cc1	-5	3
CC(C)(C)C(=O)Oc1cc(N)n(S(=O)(=O)c2ccc(F)cc2)n1	-2	-14
COC(Cc1n[nH]c(=S)n1-c1ccc(Cl)cc1)OC	0	5
COc1cc2nc(NC(=O)c3ccc(Cl)cc3)[nH]c(=O)c2cc1OC	3	11
OCC(C#CCN1CCCCC1)NCc1ccccc1 (stereo unspecified)	1	22
CCN(C(=O)CSc1ncccc1C(=O)OC(C)C)c1cccc(C)c1	2	-1
C=CCc1c(C)nc(C)nc1N/N=C/c1ccccc1	-8	0
CN(C)c1ccc(CNc2ncc(Br)cc2Br)cc1	-3	21
Cc1ccc2c3c1C(=O)C(=O)N3C(C)(C)CC2C (stereo unspecified)	0	6
CC1=[N+]([O-])C(C)(C)C(C)N(O)C1=O (stereo unspecified)	-2	3
O=C(CSc1nnc(-c2cccnc2)n1Cc1ccco1)c1ccc2ccccc2c1	2	12
Cc1cccc(NC(=O)Cn2nnc(-c3ccc(CN4CCCC4)cc3)n2)c1C	-1	-7
CCCC(=O)N(CCN1CCOCC1)c1nc2c(C)cccc2s1	9	9
Cc1nn(-c2ccc(F)cc2F)c2c1-c1nc(N3CCCC3)ncc1CC2	-1	-8
O=C(NCC(F)(F)F)Nc1cccnc1	-1	-11
Cc1cc(NC(=O)CSc2nnc(-c3cccnc3)n2C)no1	4	-1
COc1ccc(NC(=O)CSc2nnc(-c3ccccc3C)n2N)cc1	5	6
The list goes on.
SMILES	PglD DTNB	C2C12 statin
CCOC(=O)N1CCc2c(sc3nc4n(c(=O)c23)N=C(C)CS4)C1	0	1
C=CCN(C(=O)CNS(=O)(=O)c1ccccc1)C(C(=O)NCCOC)c1ccncc1 (stereo unspecified)	-1	12
COC(=O)c1cc(OC)c(OC)cc1NC(=O)CSc1ccccc1	-1	-7
O=C(c1cccc(S(=O)(=O)N2CCCCC2)c1)N1CCCCC1	-1	-3
O=C(Cc1cccs1)N1CCC(c2nc3c(nnn3Cc3ccc(F)cc3)c(=O)[nH]2)CC1	-3	25
Cc1ccccc1OCCn1cnc2c(N)ncnc21	3	-19
CCOc1ccc(OCC)c(NC(=O)CN2CCC(NC(=O)c3cccc(F)c3)CC2)c1	-1	27
Cc1cc(N(C)C)c(C#N)c(NCc2ccccc2)n1	-3	-9
Cc1cc(SCC(N)=O)nc(SCC(=O)c2ccccc2)n1	-9	-5
O=C1CCC(=O)N1CN(C(=O)c1ccco1)c1ccc(Cl)c(Cl)c1	12	26
Cn1c(SCC(=O)N2CCCCC2)nnc1-c1ccc(S(=O)(=O)N2CCOCC2)cc1	3	8
CC(NC(=O)C(=O)NN=C1CCCCCCCCCCC1)c1ccccc1 (stereo unspecified)	-4	2
CCOC(=O)CSc1nc(C)cc(=O)[nH]1	-5	-11
CC(=O)NC1=NC(=O)CS1	-1	6
CCOC(=O)CNC(=O)c1cn(C)c(=O)c2cc(OC)c(OC)cc12	-3	-11
O=C(Nc1ccccc1)NC1CCN(Cc2nnnn2C2CCCCC2)CC1	7	-7
COc1ccc(/C=C/C(=O)Oc2cccc(/C=N/NC(=O)c3cccc(F)c3)c2)cc1	-5	3
CCC(=O)N1CCc2cc(OC)c(OC)cc2C1COc1ccc(C(=O)OC)cc1 (stereo unspecified)	2	-21
Cc1ccc(C(=O)CSc2nn3c(=O)c(C(C)(C)C)nnc3s2)cc1	3	26
COc1ccc(NC(=O)N2CCCC2C(=O)Nc2ccccc2)cc1 (stereo unspecified)	0	-6
c1coc(C2=NC(c3ccco3)C(c3ccco3)N2)c1 (stereo unspecified)	4	-1
Cc1ccc(OCC(=O)N2CCN(C3=NS(=O)(=O)c4ccccc43)CC2)cc1	-1	8
Cc1cccc(-n2ncc3c(NCCN4CCOCC4)ncnc32)c1	0	-11
CC(C)COc1ccc(C(=O)CCN2CCCCC2)cc1	1	-14
CC(C)C(C(=O)OCC(=O)c1ccc2c(c1)NC(=O)CO2)N1C(=O)c2ccccc2C1=O (stereo unspecified)	0	-1

Among those listed so far, these contain a tert-butyl group:
SMILES	PglD DTNB	C2C12 statin
CC(C)(C)C(=O)Oc1cc(N)n(S(=O)(=O)c2ccc(F)cc2)n1	-2	-14
Cc1ccc(C(=O)CSc2nn3c(=O)c(C(C)(C)C)nnc3s2)cc1	3	26

(more compounds)
SMILES	PglD DTNB	C2C12 statin
CCn1c(SCC(=O)OC)nc2sc3c(c2c1=O)CCC3	1	-9
COC(=O)Cn1cc(C(=O)OC)cc(Br)c1=O	-5	-2
CCOc1ccc(C2=CS/C(=C(\C#N)c3nnc4n3CCCCC4)N2CC)cc1	2	-4
N#Cc1cc([N+](=O)[O-])ccc1Oc1cccc(/C=N/NC(=O)c2ccc(Cl)cc2)c1	-3	-17
CCCCNC(=O)CCNC(=O)c1ccc(C(C)(C)C)cc1	1	-46
Cc1ccccc1Cn1c(CN2CCc3ccccc3C2)nc2c1c(=O)n(C)c(=O)n2C	0	-35
COc1ccccc1-n1nnnc1SCc1cc2c(cc1Br)OCO2	-3	65
O=C(CS(=O)CC(=O)N(c1ccccc1)C(C(=O)NC1CCCC1)c1cccs1)Nc1ccc(F)cc1 (stereo unspecified)	5	27
O=C(Cc1ccc(Br)cc1)N1CCN(c2ccc(F)cc2)CC1	5	32
Cc1ccc(C2NC(=O)c3c(sc4c3CCN(C)C4)N2)o1 (stereo unspecified)	0	3
COc1cc2[nH]c(=S)n(CCN3CCOCC3)c(=O)c2cc1OC	1	0
O=C(C1CCCCC1)N1CCN(S(=O)(=O)c2ccc(Br)cc2)CC1	-11	33
Cc1ccc(S(=O)(=O)N2CCOCC2)cc1C(=O)O	-4	46
CCOCCCNC(=O)C1CCN(S(=O)(=O)CC)CC1	4	-10
CN1CCN(c2oc(-c3ccco3)nc2S(=O)(=O)c2ccccc2)CC1	1	20
NC(=S)c1ccc(C(N)=S)o1	2	-1
Cn1c(/C(C#N)=C/Nc2ccccn2)nc2ccccc21	4	2
Cc1ccc(C(=O)C(OC(=O)CNS(=O)(=O)c2ccccc2)c2ccccc2)cc1 (stereo unspecified)	-6	-3
CCOc1nc(C)ccc1-c1noc(CC)n1	-3	4
COc1ccc(OCCSc2nnc(-c3ccc(OC)cc3)n2N)cc1	-2	14
CCOC(=O)Cn1nc(C)c2ccccc2c1=O	-1	14
O=S(=O)(Nc1cccc2cccnc12)c1ccc(S(=O)(=O)N2CCCC2)cc1	3	70*
Cc1ccc(C)c(CSc2nnc(-c3cccnc3)o2)c1	-1	3
Cc1nn(C)cc1/C=N/n1nnnc1N	1	107*
CCOC(=O)c1[nH]c(C)c(C(=O)Nc2ccc3c(c2)CCC3)c1C	2	-25
CCOc1ccccc1NC(=O)CCSc1nc2n[nH]c(C)c2c(=N)n1-c1ccccc1Cl	1	1
CCOc1ccccc1Nc1nnc(SCc2ccc(C(=O)OC)o2)s1	-5	-1
FC(F)(F)c1cnc2c(c1)Nc1ccccc1S2	3	3

Compounds above with a thiophene ring, fused or not:
SMILES	PglD DTNB	C2C12 statin
CC(=O)Oc1ccc(N(C(C)=O)S(=O)(=O)c2cccs2)cc1	0	-10
CSc1nc2ccc3nc(NC(=O)c4cccs4)sc3c2s1	-3	55
C=CCNc1sc(C(=O)C2CC2)c(N)c1C#N	4	2
CCNc1sc(C(=O)c2cccs2)c(N)c1C#N	0	15
O=C(NCCc1ccccc1)C(c1cccs1)N(C(=O)c1csnn1)C1CC1 (stereo unspecified)	2	41
O=C1CC(c2ccccc2)n2nc(NC(=O)c3cccs3)nc2N1 (stereo unspecified)	0	7
COc1ccc2c(-c3ccc(OCCN4CCOCC4)cc3)c(-c3ccccc3OC)sc2c1	3	-4
Cc1csc(NC(=O)c2cc3c(C)nn(Cc4ccccc4Cl)c3s2)n1	-4	15
CCOC(=O)c1sc2cccc(Cl)c2c1N	1	13
CC(C)CC(C(=O)NC1CCCC1)N(Cc1cccs1)C(=O)c1snc(C(N)=O)c1N (stereo unspecified)	3	-6
CCOC(=O)N1CCc2c(sc3nc4n(c(=O)c23)N=C(C)CS4)C1	0	1
O=C(Cc1cccs1)N1CCC(c2nc3c(nnn3Cc3ccc(F)cc3)c(=O)[nH]2)CC1	-3	25
CCn1c(SCC(=O)OC)nc2sc3c(c2c1=O)CCC3	1	-9
O=C(CS(=O)CC(=O)N(c1ccccc1)C(C(=O)NC1CCCC1)c1cccs1)Nc1ccc(F)cc1 (stereo unspecified)	5	27
Cc1ccc(C2NC(=O)c3c(sc4c3CCN(C)C4)N2)o1 (stereo unspecified)	0	3

Some of the compounds tested; count on the stated rates, not on these rows.
